mouse EphA4 binding: inhibitors of EphA4 binding to KYL peptide, primary screen, biochemical, colorimetric, mouse EphA4 (AID 689). Ephrin type-A receptor 4 (Mus musculus). EphA4-AP binding to KYL peptide, pNPP A405; higher % means a stronger effect. inhibition, % at 10 µM; hits with a dose series show IC50 in µM. 62,000 tested, 0.1% active; in the data active means a potency from the dose series; inactive means the rest, 99 in 100 with inhibition below about 22%
Active calls of the source: *.

SMILES | mouse EphA4 binding
O=S(=O)(c1cc(Cl)ccc1Cl)N1CCNCC1 | -18.6%
COc1ccc(C2/C(=C(/O)c3ccccc3)C(=O)C(=O)N2CO)cc1 (stereo unspecified) | -7.3%
O=C(NCc1ccco1)c1cnn2c(-c3ccccc3)cc(-c3ccccc3)nc12 | 1.4%
CC(C)CN(C(=O)CSc1nnc2ccccn12)c1c(N)n(CC(C)C)c(=O)[nH]c1=O | -1.7%
O=C(Nc1ccc(Cl)c(Cl)c1)N(Cc1cccnc1)Cc1ccco1 | -2.3%
Cn1c(SCc2cccc(C(F)(F)F)c2)nnc1-c1ccco1 | -6.6%
C/C(=N/OC(=O)c1ccc(C)cc1)c1cccs1 | -7.2%
Cc1ccc(S(=O)(=O)N/N=C/c2ccc(-c3ccc([N+](=O)[O-])cc3C)o2)cc1 | -4.4%
CN(C)CCOCCP(=O)(c1ccccc1)c1ccccc1 | -7.0%
Cn1c(SCC(=O)c2cccs2)nnc1-c1ccco1 | 1.8%
CCC(OC(=O)c1ccco1)C(=O)NCc1ccco1 (stereo unspecified) | 8.1%
Clc1ccc(-c2nnc(-c3ccc(Br)cc3)c(N3CCSCC3)n2)cc1 | 15.9%
CN(C)S(=O)(=O)N(CC(=O)Nc1cccc(F)c1)c1ccccc1 | 5.3%
COC(=O)Nc1cc(C)nc2ccccc12 | 17.3%
Cc1oc(-c2cccc(Cl)c2)nc1CN1CCCC(C(=O)NC(C)c2ccc3c(c2)OCCO3)C1 (stereo unspecified) | -17.9%
O=S1(=O)CCN2C(c3ccco3)=CSC2=N1 | -8.6%
O=[N+]([O-])c1ccc(-c2cc(-c3ccc(Cl)cc3)n[nH]2)cc1 | 3.4%
O=C(CN1CCN(C(=O)c2ccco2)CC1)Nc1c2c(nc3c1CCC3)CCCC2 | 8.8%
CCOCCCNCc1ccc(OC)c(OC)c1 | 5.6%
O=C(CCNS(=O)(=O)c1ccc(Br)s1)N1CCN(c2ccccc2)CC1 | -4.0%
C=CCN1CC(c2nc3ccccc3n2Cc2cccc3ccccc23)CC1=O (stereo unspecified) | -14.1%
Cc1cccc(C(=O)Nc2nnc(-c3ccc(C(C)(C)C)cc3)s2)c1 | -3.3%
Cc1c(-c2ccco2)[n+](=O)c2c(n1[O-])CCCCC2 | -4.1%
COc1ccccc1OCCCCOc1ccc(Cl)c(C)c1 | -7.4%
CCOC(=O)c1ccc(-c2ccc(C(=O)Nc3ccc(-c4nc5ccccc5s4)c(O)c3)o2)cc1 | -6.7%

Following part.
SMILES | mouse EphA4 binding
O=C(NCCc1ccccc1)c1cnc2ccccn2c1=O | -0.9%
Fc1ccc(Cc2cnc(Nc3ccc(F)cc3)s2)cc1 | 2.5%
Cc1cc(NC(=O)CCCC(=O)N(CC(=O)NCCc2ccccc2)Cc2ccc(F)cc2)no1 | -3.8%
CCCn1c(SCC(=O)Nc2ccc3c(c2)OCO3)nc2c1c(=O)n(C)c(=O)n2C | -16.7%
COC(=O)c1ccc(COc2ccc3c(oc(=O)c4ccccc43)c2C)cc1 | -5.9%
CCOC(=O)N1CCC(NC(=O)c2cc(S(=O)(=O)N(CC)CC)ccc2F)CC1 | -12.0%
CSc1ncccc1C(=O)OCC(=O)N(CC(C)C)C1CCS(=O)(=O)C1 (stereo unspecified) | -4.1%
NCCCCCc1nnc(SCC(=O)c2ccc(Cl)cc2)o1 | -18.4%
COc1cc(/C=C/C(=O)NCc2cccnc2)cc(OC)c1OC | -8.8%
NNc1nnc(-c2ccccc2)c(-c2ccccc2)n1 | -11.1%
CC(C)C(NC(=O)C1CCCCC1)C(=O)Nc1ccncc1 (stereo unspecified) | -11.7%
Cc1ccc(C(NC(=O)c2ccccc2)c2c(O)ccc3ccccc23)cc1 (stereo unspecified) | 28.4%
COc1cc(-c2nc(-c3ccc(-c4ccccc4)nc3OC)no2)cc(OC)c1OC | -29.4%
O=c1oc2c(CN3CCOCC3)c(O)ccc2c2ccccc12 | -1.6%
Oc1ccccc1-c1nc(NCCN2CCOCC2)c2ccccc2n1 | -4.4%
O=C1NC(=O)N(c2ccc(Cl)cc2)C(=O)/C1=C\c1ccc(-c2ccccc2[N+](=O)[O-])o1 | -3.2%
COC(=O)c1sc2ccccc2c1-n1cccc1C(=O)C(=O)Nc1ccc(C)cc1 | -1.7%
Cc1ccc(S(=O)(=O)N2CCN(Cc3cccc4ccccc34)CC2)cc1 | 21.3%
O=C1CSC(c2ccc(Cl)cc2)N1c1ccc(Cl)c(Cl)c1 (stereo unspecified) | -1.5%
O=C1C(=C2c3ccccc3C(=O)C2C2c3ccccc3Oc3ccccc32)C(=O)c2ccccc21 (stereo unspecified) | 16.3%
COc1ccc(S(=O)(=O)Cc2ccc(C(=O)NC3CC3)o2)cc1 | -7.9%
CS(=O)(=O)N(CCC(=O)O)Cc1ccccc1 | -3.0%
CC(CC(C)C(=O)N1CCOCCN(C(=O)C(C)CC(C)C(=O)O)CCOCC1)C(=O)O (stereo unspecified) | 2.8%
O=C(CCn1nnc2ccccc21)Nc1nnc(-c2ccccc2F)s1 | -6.2%
Cc1sc(-n2cccc2)c(C(=O)O)c1C | -6.7%

Reprinted from the entries so far, 15 compounds:
SMILES | mouse EphA4 binding
O=C(NCCc1ccccc1)c1cnc2ccccn2c1=O | -0.9%
Fc1ccc(Cc2cnc(Nc3ccc(F)cc3)s2)cc1 | 2.5%
Cc1cc(NC(=O)CCCC(=O)N(CC(=O)NCCc2ccccc2)Cc2ccc(F)cc2)no1 | -3.8%
CCCn1c(SCC(=O)Nc2ccc3c(c2)OCO3)nc2c1c(=O)n(C)c(=O)n2C | -16.7%
COC(=O)c1ccc(COc2ccc3c(oc(=O)c4ccccc43)c2C)cc1 | -5.9%
CCOC(=O)N1CCC(NC(=O)c2cc(S(=O)(=O)N(CC)CC)ccc2F)CC1 | -12.0%
CSc1ncccc1C(=O)OCC(=O)N(CC(C)C)C1CCS(=O)(=O)C1 (stereo unspecified) | -4.1%
NCCCCCc1nnc(SCC(=O)c2ccc(Cl)cc2)o1 | -18.4%
COc1cc(/C=C/C(=O)NCc2cccnc2)cc(OC)c1OC | -8.8%
NNc1nnc(-c2ccccc2)c(-c2ccccc2)n1 | -11.1%
CC(C)C(NC(=O)C1CCCCC1)C(=O)Nc1ccncc1 (stereo unspecified) | -11.7%
Cc1ccc(C(NC(=O)c2ccccc2)c2c(O)ccc3ccccc23)cc1 (stereo unspecified) | 28.4%
COc1cc(-c2nc(-c3ccc(-c4ccccc4)nc3OC)no2)cc(OC)c1OC | -29.4%
O=c1oc2c(CN3CCOCC3)c(O)ccc2c2ccccc12 | -1.6%
Oc1ccccc1-c1nc(NCCN2CCOCC2)c2ccccc2n1 | -4.4%

Remaining list, next part.
SMILES | mouse EphA4 binding
CCn1c(/C=C2\C(=O)N(C)c3ccccc32)nc2ccccc2c1=O | -11.2%
NC(=O)c1ccccc1N/C=C/C(=O)c1ccc(Cl)cc1Cl | -18.7%
COc1ccc(/C=C2\SC(=O)N(c3cccc(C)c3)C2=O)cc1 | 6.8%
Cc1cc(NC(=O)c2cc(C(C)C)on2)no1 | -6.8%
Cc1ccccc1-c1nn[nH]n1 | -9.5%
CCOc1ccc(C(Nc2ccc(C)cc2)P2(=O)OCCC(C)O2)cc1 (stereo unspecified) | -1.9%
COc1cc2sc(C)nc2c2sccc12 | -6.9%
CC(C)(C)OC(=O)N[C@@H](Cc1ccccc1)C(=O)N1CCC(C(=O)O)CC1 | -8.7%
c1ccc(Oc2nc(NCc3ccco3)nc(NCc3ccco3)n2)cc1 | 14.1%
COc1cc(C(=O)Nc2cccc3cccnc23)cc(OC)c1OC | 7.2%
CCN(CC)CCCN1C(=O)C(O)=C(C(=O)c2ccco2)C1c1cc(OC)ccc1OC (stereo unspecified) | -0.2%
Fc1ccc(CSc2nnc(-c3cc4c(s3)-c3ccccc3CC4)o2)cc1 | 3.8%
CCOC(=O)CCN(Cc1cccs1)S(=O)(=O)c1ccc(Cl)cc1 | -5.2%
COc1ccc2[nH]cc(C(=O)CN3CCCCC3)c2c1 | -3.0%
COc1ccc(/C=N/NS(=O)(=O)c2ccccc2)cc1OC(=O)c1ccc(C)cc1 | 0.1%
COc1ccc(N(CC(O)CN(Cc2ccccc2)Cc2ccccc2)S(=O)(=O)c2ccc(C)cc2)cc1 (stereo unspecified) | -2.7%
Cc1cc(N2CCN(c3nc4ccccc4s3)CC2)n2ncnc2n1 | -12.3%
O=C1Nc2cc(S(=O)(=O)N3CCCC3)ccc2N2CCCC12 (stereo unspecified) | 5.3%
CCOc1ccccc1C1C(C#N)=C(N)Oc2cc(N)ccc21 (stereo unspecified) | 6.9%
CC1(C)Cc2cccc(OCC(=O)N3CCN(S(=O)(=O)c4ccccc4F)CC3)c2O1 | 2.0%
COc1ccc(C(=O)Nn2c(SCC(=O)NC3CCCCC3)nc3ccccc3c2=O)cc1 | -0.9%
COc1ccc2[nH]c(=O)c(CN(Cc3cccnc3)C(=O)Nc3ccccc3)cc2c1 | -5.9%
Cc1cc(C)n2c(SCc3ccc(Cl)cc3Cl)nnc2n1 | 11.3%
COC(=O)c1c(C)oc2ccc(OC(=O)c3cccc([N+](=O)[O-])c3)cc12 | -7.1%
COc1ccc(-n2cccc2C=O)cc1OC | -20.3%

(list continues)
SMILES | mouse EphA4 binding
CCOc1ccc(NC2=C(Cl)C(=O)N(Cc3ccccc3)C2=O)cc1 | -4.6%
CCOc1ccc(NC2=C(Cl)C(=O)N(c3cccc(Cl)c3Cl)C2=O)cc1 | 10.3%
COc1nc(NCC(C)C)nc(Oc2ccc(=O)n(-c3ccccc3)n2)n1 | -8.0%
CCOC(=O)Cc1csc(NC(=O)CSc2nnc(-n3nc(C)cc3C)c3ccccc23)n1 | -15.9%
CCNc1nc(NC(C)C)nc(SCCOc2ccc(C)cc2)n1 | -8.0%
Cc1cc(N2CCCCCC2)nc2ccccc12 | 3.9%
O=C(Cn1ncc2c1-c1ccccc1OC2)Nc1cccc(Cl)c1 | -5.0%
COc1cc(C(=O)Oc2ccc(C(=S)N3CCOCC3)cc2)cc(OC)c1OC | 8.7%
Cc1nnc(NC(=O)C2CCN(c3nnnn3-c3ccccc3)CC2)s1 | -25.1%
CCCCN1C(=O)C(O)(CC(=O)c2c(C)n[nH]c2C)c2cc(Br)ccc21 (stereo unspecified) | -3.7%
O=C(Cn1cnnn1)OCC(=O)c1ccc(Cl)s1 | 15.6%
O=C(NCc1ccccc1)N(Cc1cc2cc3c(cc2[nH]c1=O)OCCO3)CC1CCCO1 (stereo unspecified) | 7.0%
C[C@H](NC(=O)OC(C)(C)C)c1nnc(SCC(=O)c2ccc(Cl)cc2)o1 | -23.3%
COc1ccc(C(=O)COC(=O)CCN2C(=O)C3C4CC(C(Br)C4Br)C3C2=O)cc1 (stereo unspecified) | -12.2%
O=C(CCN1C(=O)c2ccccc2C1=O)OCN1C(=O)c2ccccc2C1=O | -13.5%
O=C(NC1CCCCC1)N1CCc2[nH]c3ccccc3c2C1 | -7.9%
Cc1ccc(C)c(NC(=O)CS(=O)(=O)c2c[nH]c3ccccc23)c1 | -11.7%
COc1ccc(NC(=O)c2ccc(CN3CCc4ccccc4C3)cc2)cc1OC | 4.3%
CCC(=O)Nc1sc2c(c1C(=O)Nc1ccccc1OC)CCC2 | 1.5%
COc1cc(NC(=O)C2COc3ccccc3O2)c(OC)cc1Cl (stereo unspecified) | 11.3%
C(=N\Nc1ccccc1)/c1ccc(N2CCOCC2)cc1 | -3.0%
OC(Cn1ccnc1)c1ccc(Cl)cc1Cl (stereo unspecified) | -14.6%
COc1ccc(C(C#N)N2N=C(C)CC2(C)C)cc1OC (stereo unspecified) | 26.2%
Cc1cc(C)cc(N(C(=O)c2ccc3c(c2)OCO3)C2C=CS(=O)(=O)C2)c1 (stereo unspecified) | 4.5%
COc1ccc(C(=O)c2c[nH]c(C(=O)NCc3cccs3)c2)cc1 | -11.4%

Next results.
SMILES | mouse EphA4 binding
Cc1ccc(CNC(=O)C(OC(=O)c2ccco2)C(C)C)cc1 (stereo unspecified) | 1.1%
O=C(CCCCCN1C(=O)c2ccccc2C1=O)NCCc1nc2ccccc2[nH]1 | -5.5%
CC(C)(C)NC(=O)C(c1ccncc1)N(C(=O)c1csnn1)C1CC1 (stereo unspecified) | 9.0%
COc1cc2nc(N3CCN(C(=O)C4CCCO4)CC3)nc(N)c2cc1OC (stereo unspecified) | -5.1%
Cc1ccc(S(=O)(=O)C2CCOC2=O)cc1 (stereo unspecified) | 8.6%
Cc1ccccc1NC(=O)C1CC(Cl)=CCC1C(=O)O (stereo unspecified) | 10.8%
COc1ccc(NC(=O)CSc2ncccc2C(=O)OC(C)C)cc1OC | 9.9%
COc1cccc(C2=N/C(=C\N(C)C)C(=O)O2)c1 | -11.8%
Cc1ccc(C2Nc3ccccc3C(=O)N2c2ccccc2)cc1 (stereo unspecified) | -2.1%
CCOC(=O)N1CCN(Cc2nc3c(c(=O)[nH]c(=O)n3C)n2CCCc2ccccc2)CC1 | 38.0%
COc1ccc(OC)c(CNC(=O)CCNC(=O)Cn2ccc3ccccc3c2=O)c1 | -4.9%
CN=Cc1c(NC)nc2c(C)cccn2c1=O | -2.7%
CC(NC(=O)COc1cc(=O)n(C)c2ccccc12)c1ccc2c(c1)OCCO2 (stereo unspecified) | -9.7%
COc1cccc(OCCn2c(C)c(/C=N/n3cnnc3)c3ccccc32)c1 | -6.9%
COCCC(=O)N(Cc1ccc2c(c1)OCO2)C(C(=O)NC1CCCCC1)c1ccncc1 (stereo unspecified) | -7.8%
O=C(NCc1ccco1)C1CCCN(S(=O)(=O)c2cccc3cccnc23)C1 (stereo unspecified) | 7.1%
Cc1nc(N[C@@H](Cc2ccccc2)C(=O)O)c2oc3ccccc3c2n1 | -0.4%
CC(C)n1c(=O)[nH]c2ccccc21 | -14.2%
Cc1cc(C)nc(NS(=O)(=O)c2ccc(NC(=O)c3cc4cc([N+](=O)[O-])ccc4s3)cc2)n1 | -10.1%
COc1ccc(N(CC(=O)NCc2ccncc2)S(=O)(=O)c2ccc(C)cc2)cc1 | -0.6%
COC(=O)c1ccccc1S(=O)(=O)N1CCC(c2nc3ccccc3o2)CC1 | -1.6%
COC(=O)C1(C)NC(c2ccc(O)cc2)C2C(=O)N(c3ccc4c(c3)OCCO4)C(=O)C21 (stereo unspecified) | -14.8%
Cc1ccc(S(=O)(=O)Cn2nnnc2CN2CCN(Cc3ccc4c(c3)OCO4)CC2)cc1 | -8.1%

Source: PubChem BioAssay (Sanford-Burnham Center for Chemical Genomics)

Only part of the results is shown; the hit share may differ from the screen's.
